CHRM4 antagonist = human M4 muscarinic receptor antagonists, primary screen, CHO cells, Fluo-8 calcium fluorescence; CHO-hM4 cells, ACh EC80; inhibition, % at 3 µM; actives 0.73% (n = 360,000); AID 624125, 2012; Muscarinic acetylcholine receptor M4 (Homo sapiens), P08173;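 active means inhibition above its plate's cutoff, the mean inhibition of sample wells plus 3 SD, cut at about 27% in these data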;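 further: 0% = acetylcholine EC80 with DMSO and 100% = DMSO without agonist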
M5 PAM = human M5 muscarinic receptor positive allosteric modulators, primary screen, CHO-K1 cells, Fluo-8 calcium fluorescence; activation, % at 3 µM; CHO-K1 hM5, ACh EC20 PAM; 0% = ACh EC20, 100% = ACh EC100; actives 0.3% (n = 360,000);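 active means activation above the run cutoff, the mean activation of all test compounds plus 3 SD, cut at about 18% in these data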
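Assay system: CHO-K1 hM5 cells. Also added: acetylcholine at EC20 concentration, added after compound. Dosing: 3 µM, single dose. Times: compound preincubation 140 s before EC20 acetylcholine addition. Signal: Fluo-8 calcium fluorescence. Measure: % activation relative to EC20 and EC100 ACh responses. Repeats: singlicate, one well per test compound.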
IDE inh = human IDE inhibitors in live cells, primary screen, fluorescence polarization, HEK cells, FAbetaB substrate | Insulin-degrading enzyme (Homo sapiens), P14735 | AID 434962, 2010 | inhibition, % at 5.59 µM | FAbetaB cleavage | actives 0.41% (n = 320,000);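 active means percent inhibition above the average of all tested compounds plus 3 SD, set per screening campaign, cut at about 16% in these data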;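 further: IDE supplied by intact live HEK cells; FP after avidin binding of uncleaved biotin substrate so inhibition keeps polarization high; 0% = DMSO wells and 100% = 60 µM reference IDE inhibitor Ii1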
Target sequence (P14735 whole entry, looked up): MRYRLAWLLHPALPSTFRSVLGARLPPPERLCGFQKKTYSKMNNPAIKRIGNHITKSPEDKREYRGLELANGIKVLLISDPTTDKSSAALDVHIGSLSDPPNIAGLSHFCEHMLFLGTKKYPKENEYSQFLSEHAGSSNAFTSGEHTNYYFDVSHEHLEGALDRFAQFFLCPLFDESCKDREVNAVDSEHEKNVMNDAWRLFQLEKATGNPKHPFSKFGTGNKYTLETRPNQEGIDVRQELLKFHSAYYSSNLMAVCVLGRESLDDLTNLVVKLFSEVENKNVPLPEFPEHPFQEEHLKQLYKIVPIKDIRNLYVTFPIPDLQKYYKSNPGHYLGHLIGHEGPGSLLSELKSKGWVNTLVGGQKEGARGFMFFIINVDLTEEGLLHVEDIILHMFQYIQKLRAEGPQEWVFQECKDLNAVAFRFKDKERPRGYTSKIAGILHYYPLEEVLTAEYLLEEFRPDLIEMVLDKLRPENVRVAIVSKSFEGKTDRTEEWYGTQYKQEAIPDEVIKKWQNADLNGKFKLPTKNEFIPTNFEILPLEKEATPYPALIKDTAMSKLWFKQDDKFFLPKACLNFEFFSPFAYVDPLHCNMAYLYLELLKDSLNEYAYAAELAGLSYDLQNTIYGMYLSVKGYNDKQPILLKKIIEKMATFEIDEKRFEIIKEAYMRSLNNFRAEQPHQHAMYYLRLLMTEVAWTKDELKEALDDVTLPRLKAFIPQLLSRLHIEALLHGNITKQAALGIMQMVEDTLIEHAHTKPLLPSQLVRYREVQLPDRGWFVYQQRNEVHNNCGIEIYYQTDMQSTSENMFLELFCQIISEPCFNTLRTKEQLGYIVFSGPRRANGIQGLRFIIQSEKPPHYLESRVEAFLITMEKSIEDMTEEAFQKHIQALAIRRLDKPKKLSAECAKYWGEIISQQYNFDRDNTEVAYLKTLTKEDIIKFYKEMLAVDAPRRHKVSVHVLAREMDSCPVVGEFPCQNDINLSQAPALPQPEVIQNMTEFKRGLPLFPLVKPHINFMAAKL
CHRM5 agonist = human M5 muscarinic receptor agonists, primary screen, CHO-K1 cells, Fluo-8 calcium fluorescence | Muscarinic acetylcholine receptor M5 (Homo sapiens), P08912 | CHO-K1 hM5 cells; 0% DMSO wells, 100% maximal acetylcholine response | activation, % at 3 µM | actives 0.19% (n = 360,000) | AID 624037, 2012;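 active means activation above the run's mean over test compounds plus 3 SD, cut at about 23% in these data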;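 further: signal is peak over basal fluorescence ratio across the kinetic read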
M5 antag = human M5 muscarinic receptor antagonists, primary screen, CHO cells, Fluo-8 calcium fluorescence; Muscarinic acetylcholine receptor M5 (Homo sapiens), P08912; CHO-hM5 cells, ACh EC80; inhibition, % at 3 µM; actives 0.59% (n = 360,000); AID 624040, 2012;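 active means inhibition above a per-plate cutoff, the mean of that plate's test compounds plus 3 SD, cut at about 27% in these data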;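 further: 0% = acetylcholine EC80 with DMSO and 100% = DMSO without agonist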
M4 PAM = human M4 muscarinic receptor positive allosteric modulators, primary screen, CHO-K1 cells, Fluo-8 calcium fluorescence. Muscarinic acetylcholine receptor M4 (Homo sapiens), P08173. CHO-K1 hM4/Gqi5, ACh EC20; 0% = ACh EC20, 100% = maximal ACh. activation, % at 3 µM. actives 0.4% (n = 360,000). AID 624126, 2012;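 active means activation above its plate's cutoff, the mean activation of sample wells plus 3 SD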; further: some results filed as inactive read as strong as hits
CRFR2-BP antag = antagonists of CRF-BP/CRF-R2 complex, primary screen, cell-based, HEK293, calcium dye fluorescence, uHTS; CRF-induced calcium fluorescence; inhibition, % at 11.8 µM; actives 0.59% (n = 350,000);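 active means inhibition of the ligand-induced calcium signal above about 50% at the single tested concentration, limit read from the data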
CRFBP-R2 agonist = agonists of CRF-BP/CRF-R2 complex, primary screen, cell-based, HEK293, calcium dye fluorescence, uHTS. actives 0.46% (n = 350,000). activation, % at 13.2 µM. CRF-binding protein / CRF receptor 2 complex (human). calcium dye fluorescence (FLIPR); percent of saturating CRF peptide response;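 active means activation of at least 50%, plus an integration ratio under a set limit after plate pattern correction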;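 further: plate controls were neutral control wells without compound for no effect and CRF at EC100 for full effect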
M4 ag = human M4 muscarinic receptor agonists, primary screen, CHO-K1 cells, Fluo-8 calcium fluorescence | Muscarinic acetylcholine receptor M4 (Homo sapiens), P08173 | CHO-K1 hM4/Gqi5; vehicle 0%, full acetylcholine response 100% | activation, % at 3 µM | actives 0.14% (n = 360,000) | AID 624127, 2012;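 active means activation above the run mean over all test wells plus 3 SD, cut at about 32% in these data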;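 further: peak over basal fluorescence ratio per well then scaled between controls; 0% = DMSO wells and 100% = acetylcholine at EC100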
The depositor's hits bear a star; / = not tested or not shown.

Values run as follows: CHRM4 antagonist | M5 PAM | IDE inh | CHRM5 agonist | M5 antag | M4 PAM | CRFR2-BP antag | CRFBP-R2 agonist | M4 ag
> N#Cc1ccccc1S(=O)(=O)N1CCN(C(=O)C2COc3ccccc3O2)CC1 (configuration not stated)
 : 5 | 6 | 1 | 4 | -7 | 4 | -3 | -0.5 | 2
> CC(=O)CSc1nnc(-c2cnccn2)n1-c1ccccc1
 : 4 | 14 | / | -3 | -4 | 5 | -18 | 15 | 0
> Cc1ccc(SCCCCN2CCNCC2)cc1
 : 1 | -6 | 6 | -7 | -2 | -1 | 22 | -2.8 | 2
> COc1ccc2c(c1)OC[C@H]1[C@H]2N2C(=O)c3cc(OC)ccc3NC(=O)[C@@]2(C)[C@H]1c1ccccc1
 : 26* | -10 | 3 | 0 | 4 | -6 | 14 | 0.6 | 0
> CCOC(=O)c1nc(N)c(C(=O)OCC)[nH]1
 : -5 | 2 | 3 | -4 | -4 | -2 | -6 | 6.5 | 0
> Cc1ccc(S(=O)(=O)N2CCOCC2)cc1NC(=O)CN1C(=O)NC2(CCCC2)C1=O
 : 7 | 0 | 1 | 2 | 7 | -3 | 0 | 0.0 | 1
> COc1ccc(N2CCN(CC(=O)c3ccc(O)cc3O)CC2)cc1
 : -2 | -9 | -3 | 3 | 5 | -3 | -3 | 0.4 | 14
> S=c1[nH]nc(-c2ccccn2)n1/N=C/c1ccc(Cl)cc1
 : 1 | -3 | 2 | -2 | 13 | 1 | 4 | -1.6 | 0
> CCCOc1ccc(-c2c(=O)n(OCC(=O)OCC)c3ccccc3[n+]2[O-])cc1
 : -8 | -1 | 0 | -3 | -15 | 8 | -8 | 2.0 | 1
> CC(C)CNS(=O)(=O)c1ccc(CCC(=O)Nc2cc(Cl)ccc2Oc2ccccc2)cc1
 : 25 | -17 | 7 | -5 | 17 | -14 | 2 | 5.0 | 5
> Cn1c(SCC(=O)O)nc2sc3c(c2c1=O)CCC3
 : 7 | 3 | / | -8 | 9 | -7 | 1 | -0.4 | 0
> N=C1C(c2nc(-c3ccc(Cl)cc3)cs2)=C(O)CN1NC(=O)c1ccc(O)cc1
 : 5 | 5 | 7 | 7 | -7 | -4 | 12 | -2.9 | 1
> O=C(C(=O)N1CCCCCC1)c1c[nH]c2ccccc12
 : 2 | 0 | / | 2 | 5 | -5 | 12 | -1.5 | 2
> CC1CN(CCCOc2ccccc2[N+](=O)[O-])CC(C)O1 (configuration not stated)
 : 2 | -2 | -3 | -1 | -1 | -3 | 6 | -0.6 | 1
> O=C(CSCc1ccc([N+](=O)[O-])cc1)NN=C1CCCCCC1
 : 3 | -1 | 2 | 1 | 0 | -1 | 16 | 1.5 | 2
> O=C(Nc1ccc(S(=O)(=O)Nc2ncccn2)cc1)C1CC(=O)N(c2ccc(Cl)cc2)C1 (configuration not stated)
 : 11 | -1 | -2 | -1 | 8 | -5 | -7 | -0.7 | 1
> CS(=O)(=O)c1cccc(C(=O)NCc2ccccc2)c1
 : -1 | 6 | 0 | 2 | -4 | 4 | -5 | 0.7 | 1
> Oc1cccc2ccc[n+](CC(O)Cn3c4ccccc4c4ccccc43)c12 (configuration not stated)
 : 3 | 2 | 3 | -3 | 1 | -2 | 6 | -2.6 | 3
> COc1ccc(CN(C)Cc2nc(Cc3ccccc3Cl)no2)cc1OC
 : -7 | -6 | 1 | 3 | 7 | -16 | 11 | 0.4 | 7
> Cc1ccc(NCCCCO)cc1C
 : -6 | -5 | 2 | -3 | -4 | 12 | 10 | 0.3 | 1
> CC(C)C(=O)Nc1cccc(C(=O)NCc2ccc(S(N)(=O)=O)cc2)c1
 : 5 | 4 | 4 | -3 | 10 | 3 | -11 | -1.2 | 0
> Cc1cccc(OCC(=O)N/N=C/c2cc([N+](=O)[O-])ccc2N2CCOCC2)c1
 : 5 | -3 | 14 | -1 | 1 | -4 | -6 | -1.6 | 1
> COCCNC(=O)c1ccc2c(=O)n(CCOC)c(=O)[nH]c2c1
 : 9 | -5 | 3 | -4 | -10 | 0 | -3 | 0.5 | 0
> C=CCNC(=S)/N=c1/ccccn1CC
 : -4 | 10 | -1 | -8 | -11 | -11 | 4 | -0.6 | 0
> O=C(NCCc1cccs1)c1ccc(CS(=O)Cc2cccc(Cl)c2)o1 (configuration not stated)
 : -6 | -2 | / | -1 | 0 | -2 | 30 | -0.8 | 2
> O=c1[nH][nH]c2c1[C@H](CCc1cccc(Cl)c1)O[C@H](C1CCCC1)C2
 : -23 | -4 | / | 4 | 2 | 7 | / | / | 1
> CC(=O)Nc1ccc(CCc2nc3ccccc3[nH]2)cc1
 : -7 | 9 | -2 | 2 | -8 | 1 | -1 | -0.5 | 2
> COc1ccc(CCCC(=O)NCCc2ccccc2)cc1
 : -3 | -1 | / | -7 | 14 | 1 | 14 | -1.2 | 1
> COC(=O)c1ccc(CSc2nc(C(F)F)cc(C)c2C#N)o1
 : -6 | 4 | 6 | 3 | -6 | -6 | 3 | -4.0 | 4
> CC(=O)COC(=O)c1cc(-c2ccc(C)cc2)nc2ccccc12
 : -4 | 2 | -1 | -3 | 9 | 5 | -18 | 0.0 | 2
> COc1ccc(N(Cc2ccccc2)S(=O)(=O)c2cccc(C(=O)Nc3ncccc3C)c2)cc1
 : -11 | -13 | -2 | 1 | 13 | -5 | 2 | 3.7 | 3
> OCC1(Cc2ccccc2)CCN(Cc2cnc(-c3cccc4ccccc34)nc2)CC1
 : 3 | -5 | -1 | -3 | 7 | -2 | 1 | 0.1 | 5
> CCN(CC)CCn1c(=S)[nH]c2ncccc2c1=O
 : 20 | 4 | -2 | 0 | 2 | 17 | -7 | -0.1 | 1
> CCOC(=O)C1C(=O)NC(C(=O)OCC)(C(=O)OCC)C1C(C)CC (configuration not stated)
 : -5 | 4 | / | 6 | -6 | 5 | 20 | -1.7 | 3
> Cn1cnnc1SCC(=O)NC1CCCN(Cc2ccc(Cl)cc2)C1 (configuration not stated)
 : 9 | 5 | -1 | -4 | -2 | -3 | 12 | -0.2 | 0
> O=C(Nc1cccc(NC(=O)c2cccc([N+](=O)[O-])c2)n1)c1cccc([N+](=O)[O-])c1
 : -4 | 4 | 1 | 5 | -3 | 8 | 6 | 0.9 | 1
> O=C1OC(Cc2ccncc2)C(O)=C1C1=NCCCN1 (configuration not stated)
 : 23 | -9 | -3 | -7 | 14 | -5 | -14 | -0.6 | 2
> COc1cc(C)c(C)cc1S(=O)(=O)N1CCN(Cc2ccccc2)CC1
 : -7 | -5 | 0 | -3 | -2 | 2 | 2 | -1.2 | 0
> Cc1ccc(C)c(C(O)c2ncc(-c3cccc4ccccc34)[nH]2)c1 (configuration not stated)
 : -20 | -6 | / | -2 | 4 | -1 | / | / | 7
> S=c1[nH]cc(-c2ccccc2)[nH]1
 : -6 | -6 | 5 | -1 | 13 | -8 | -13 | 0.8 | 0

The listing continues:
SMILES	CHRM4 antagonist	M5 PAM	IDE inh	CHRM5 agonist	M5 antag	M4 PAM	CRFR2-BP antag	CRFBP-R2 agonist	M4 ag
CCOC(=O)c1cc(C(=O)Nc2ccc(C)c(F)c2)nn1C	4	1	-2	-2	3	1	-17	1.3	0
O=S(=O)(NCc1ccco1)c1ccc2ccccc2c1	-3	0	-2	-5	4	2	3	0.0	1
O=C(Nc1cn(-c2ccccc2)nc1-c1ccccc1)c1ccccc1	-3	-9	16	0	10	-13	-6	-3.2	2
O=C1c2ccccc2S(=O)(=O)N1CCCN1C(=O)c2ccccc2S1(=O)=O	2	-5	/	2	7	4	-17	-1.3	2
C[C@@H]1CN([C@@H](C)CO)C(=O)CCCn2nncc2CO[C@H]1CN(C)C(=O)C1CCCCC1	-7	-1	/	0	3	-1	-7	0.5	1
COc1ccc(-c2nnn(CC(=O)N(CC(=O)NC3CCCC3)c3cccc(C)c3)n2)cc1OC	6	-3	6	-1	5	-4	-38	-0.9	2
COc1ccc(NC(=O)CN2CC(C)OC(C)C2)cc1Cl (configuration not stated)	-17	-2	-2	-1	15	6	5	-0.1	1
COc1cc(C(=O)NCC(=O)N/N=C/c2ccc(-c3cccc([N+](=O)[O-])c3)o2)cc(OC)c1OC	4	0	5	-3	3	-1	0	0.0	-1
CC(NC(N)=O)C12CC3CC(CC(C3)C1)C2 (configuration not stated)	-2	6	8	2	-8	22	-26	8.3	1
CC(=O)[C@@]1(O)CC[C@H]2[C@@H]3C[C@H](C)C4=CC(=O)CC[C@]4(C)[C@H]3CC[C@@]21C	33*	-3	-1	0	-4	-11	1	0.2	2
C/C(=N\NC(=O)COc1ccc2ccccc2c1)c1cccs1	-1	6	0	-2	-12	-4	-1	1.3	1
CCCn1c(=O)c2ccccc2n2c(SCCOc3ccc(Cl)cc3)nnc12	-3	2	2	2	-2	4	7	-0.8	0
O=[N+]([O-])c1ccc2c(c1)nc1n2CCN(C2CCCCC2)C1	0	-4	5	0	8	0	16	-9.6	1
COc1ccc(-n2nc3c(c2NC(=O)COc2ccccc2)CS(=O)C3)cc1 (configuration not stated)	-4	0	-1	-3	7	0	5	-1.0	1
O=Cc1cc(-c2ccccc2)[nH]c1-c1ccccc1	3	-3	4	-3	12	-7	-4	-0.8	0
Cc1ccc(OCCC(=O)OCC(=O)Nc2ccccc2)cc1	-10	0	-2	-4	-7	8	20	-1.4	0

A draw from above in order of SMILES length, rising.
SMILES	CHRM4 antagonist	M5 PAM	IDE inh	CHRM5 agonist	M5 antag	M4 PAM	CRFR2-BP antag	CRFBP-R2 agonist	M4 ag
Cc1ccc(OCCC(=O)OCC(=O)Nc2ccccc2)cc1	-10	0	-2	-4	-7	8	20	-1.4	0
CCOC(=O)c1cc(C(=O)Nc2ccc(C)c(F)c2)nn1C	4	1	-2	-2	3	1	-17	1.3	0
O=C(Nc1cn(-c2ccccc2)nc1-c1ccccc1)c1ccccc1	-3	-9	16	0	10	-13	-6	-3.2	2
COc1ccc(-n2nc3c(c2NC(=O)COc2ccccc2)CS(=O)C3)cc1 (configuration not stated)	-4	0	-1	-3	7	0	5	-1.0	1
O=C1c2ccccc2S(=O)(=O)N1CCCN1C(=O)c2ccccc2S1(=O)=O	2	-5	/	2	7	4	-17	-1.3	2
COc1ccc(-c2nnn(CC(=O)N(CC(=O)NC3CCCC3)c3cccc(C)c3)n2)cc1OC	6	-3	6	-1	5	-4	-38	-0.9	2
COc1cc(C(=O)NCC(=O)N/N=C/c2ccc(-c3cccc([N+](=O)[O-])c3)o2)cc(OC)c1OC	4	0	5	-3	3	-1	0	0.0	-1
CC(=O)[C@@]1(O)CC[C@H]2[C@@H]3C[C@H](C)C4=CC(=O)CC[C@]4(C)[C@H]3CC[C@@]21C	33*	-3	-1	0	-4	-11	1	0.2	2

Screens deposited in PubChem BioAssay by several laboratories.
